Source: PubChem BioAssay
IDE cell inh: cellular human IDE inhibition; hit rate 0.41% among 320,000; inhibition, % at 5.59 µM; HEK cells, FAbetaB cleavage, fluorescence polarization;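 active means percent inhibition above the average of all tested compounds plus 3 SD, set per screening campaign, cut at about 16% in these data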;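 further: IDE supplied by intact live HEK cells; FP after avidin binding of uncleaved biotin substrate so inhibition keeps polarization high; 0% = DMSO wells and 100% = 60 µM reference IDE inhibitor Ii1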
MEKK2 WT-MEK5: raises or lowers MEK5 binding to wildtype human MEKK2 PB1 domain; Q9Y2U5; bead flow cytometry, Alexa488-MEK5 binding to MEKK2 WT; actives lie on both sides; binding response (% of control), % at 10 µM; hit rate 1.1% among 290,000; in the data active means binding response below about 67% or above about 130%
MEKK3 PB1 HTS: raises or lowers MEK5 binding to the human MEKK3 PB1 domain; hit rate 1.4% among 290,000; bead-based flow cytometry, Alexa488-MEK5 binding to MEKK3; actives lie on both sides; 0 = blocked by unlabeled MEK5, 100 = vehicle; binding response (% of control), % at 10 µM; Q99759;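 active means binding response more than 3 SD above or below the average of its plate-row segment, actives on both sides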;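 further: Alexa488 bead fluorescence after subtracting the streptavidin-only scavenger bead signal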
Target sequence (Q99759 whole entry, looked up, the tested form may be a part): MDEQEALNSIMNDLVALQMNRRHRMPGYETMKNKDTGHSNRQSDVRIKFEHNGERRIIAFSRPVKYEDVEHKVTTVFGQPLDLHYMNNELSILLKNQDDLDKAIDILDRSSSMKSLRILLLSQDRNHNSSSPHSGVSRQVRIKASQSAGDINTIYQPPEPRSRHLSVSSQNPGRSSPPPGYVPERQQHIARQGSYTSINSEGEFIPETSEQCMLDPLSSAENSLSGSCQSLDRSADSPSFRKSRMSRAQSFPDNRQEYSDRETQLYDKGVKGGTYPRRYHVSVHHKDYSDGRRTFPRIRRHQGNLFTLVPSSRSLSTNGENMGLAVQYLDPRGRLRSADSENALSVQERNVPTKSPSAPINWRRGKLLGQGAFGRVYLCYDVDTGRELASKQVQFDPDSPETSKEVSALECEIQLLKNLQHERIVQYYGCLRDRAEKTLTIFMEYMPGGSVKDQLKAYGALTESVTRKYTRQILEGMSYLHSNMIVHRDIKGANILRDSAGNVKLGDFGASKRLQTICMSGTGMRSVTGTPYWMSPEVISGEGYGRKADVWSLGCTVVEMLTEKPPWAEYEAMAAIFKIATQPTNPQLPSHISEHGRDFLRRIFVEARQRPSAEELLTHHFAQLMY
M18AAP inhibitor: blocks P. falciparum M18 aspartyl aminopeptidase; recombinant PfM18AAP, H-Glu-NHMec fluorogenic cleavage; inhibition, % at 7.35 µM; hit rate 1.2% among 290,000; AID 1822;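 active means inhibition above the campaign mean inhibition over all tested compounds plus 3 SD, cut at about 28% in these data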;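 further: 0% = plate median of test compound wells and 100% = 2 mM ZnCl2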
p-CIP stab down: lowers stability of the mouse p/CIP coactivator protein; hit rate 0.01% among 290,000; decrease of EGFP signal, % at 10 µM; F442A p/CIP-EGFP cells, EGFP fluorescence, 16 h;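 active means EGFP signal decrease of at least 30% at 10 µM or well 3 SD below plate mean, unless failing retest; inactive means the rest, including hits failing retest or dose response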; further: some compounds called inactive have numbers as strong as hits; many of its hits are not listed in these tables
UBC9 SUMO inh: inhibitors of human SUMOylation (UBC9). P63279. HTRF SUMOylation assay, SAE1/SAE2 + UBC9, in vitro. inhibition, % at 35 µM. hit rate 0.36% among 290,000; in the data active means inhibition above about 50%, passing the limit was not always enough; further: strong numbers were not always called active
Target sequence (P63279 whole entry, looked up): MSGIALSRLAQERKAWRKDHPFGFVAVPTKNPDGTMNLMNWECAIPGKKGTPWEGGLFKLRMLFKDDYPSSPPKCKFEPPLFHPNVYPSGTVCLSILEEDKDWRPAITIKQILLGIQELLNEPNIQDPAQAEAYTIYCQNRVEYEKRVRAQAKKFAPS
NALP1 inh: inhibitors of NALP1 inflammasome in yeast; S. cerevisiae NALP1/ASC/caspase-1 growth, X-gal OD620, 72 h; hit rate 0.61% among 280,000; inhibition, % at 10 µM; in the data active means inhibition mostly above about 24%, no sharp cut-off; inactive means mostly below about 32%; further: some compounds called inactive have numbers as strong as hits
IDE act: IDE (human) activation, cell-based. hit rate 0.073% among 340,000. HEK cells, FAbeta-B cleavage, fluorescence polarization; 0% vehicle, 100% cell-free pure enzyme wells. P14735. AID 493087. activation, % at 5.96 µM;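 active means activation above the mean of all tested compounds plus 3 SD, set per screening campaign, cut at about 17% in these data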
MEKK2mut PB1 HTS: signal of MEK5 binding to mutant human MEKK2 PB1 domain. AID 1530. hit rate 0.35% among 290,000. percent response, % at 10 µM. bead flow cytometry, Alexa488-MEK5 binding to MEKK2 mutant; in the data active means percent response above about 24%, passing the limit was not always enough; further: inactives centre near 1; some results filed as inactive read as strong as hits; reference of the scale not given here
An asterisk follows results filed as active; . = not tested or not shown. This is a subset, so the mix of outcomes need not match the whole.

Every second line gives: M18AAP inhibitor, MEKK2 WT-MEK5, NALP1 inh, IDE cell inh, MEKK2mut PB1 HTS, IDE act, MEKK3 PB1 HTS, p-CIP stab down, UBC9 SUMO inh
O=C1CCCCC1Sc1nnc(Nc2ccccc2)s1 (stereo unspecified)
 : 0, 97, 8, -7, -3, 7, 100, 0, 2
COc1cccc(OC)c1C(=O)Nc1ccc2c(c1)OCCO2
 : -12, 98, 7, 3, 2, -1, 101, 3, 7
CC(=O)NS(=O)(=O)c1ccc(NC(=O)C2c3ccccc3Oc3ccccc32)cc1
 : -5, 105, 26, 4, 0, 3, 116, 4, -1
O=C(Nc1cccc(NC(=O)c2ccccc2Cl)c1)c1ccc(F)cc1
 : 0, 108, 15, -4, 5, 7, 100, -5, 10
Cn1cccc1C(=O)NCC(c1ccc(F)cc1)N1CCOCC1 (stereo unspecified)
 : 1, 103, 8, -4, 6, 2, 103, -14, 7
O=C(O)c1cc(NC(=O)c2ccc3c(c2)C(=O)N(Cc2cccnc2)C3=O)cc(C(=O)O)c1
 : -9, 100, 7, -1, -3, -2, 98, -2, 12
COC(=O)CSc1nnc([C@H](Cc2ccccc2)NC(=O)OC(C)(C)C)o1
 : 3, 104, 8, 4, 4, -1, 105, -2, -4
COc1cc(/C=N/NC(=O)c2cccc([N+](=O)[O-])c2)ccc1OCc1ccccc1
 : -3, 96, 8, 0, 4, 6, 96, 1, -32
Cn1c(=NCC(O)COc2ccccc2)sc2ccccc21 (stereo unspecified)
 : -2, 106, 19, 2, 7, 2, 101, -1, 17
NC(=O)c1c(-c2cccs2)csc1N
 : 28, 89, 2, 1, -5, ., 89, -3, 18
NC(=S)Nc1ccc(S(=O)(=O)c2ccc(NC(N)=S)cc2)cc1
 : 4, 100, -24, 0, 1, 0, 101, -6, 19
CC(=O)NCCNC(=O)c1ccc(CSc2nc3ccccc3s2)cc1
 : 0, 108, 8, 8, 4, -5, 103, 25, 6
Cc1nnsc1C(=O)N/N=C/c1ccc2ccccc2c1O
 : 2, 117, 5, 90*, 5, -73, 109, 2, 1
Cc1cccn2c(=O)c3cc(C(=O)NC4CCCCC4)n(C)c3nc12
 : 3, 96, 12, -2, 7, -2, 101, 0, 20
O=C(NC1CCCCC1)C1CC(=O)N(c2ccc(Cl)cc2)C1 (stereo unspecified)
 : -18, 102, -8, -3, 3, -4, 102, -14, 8
CC(C)CNc1ncnc2c1sc1nc(N3CCOCC3)c3c(c12)CC(C)(C)OC3
 : -12, 101, 1, -1, 3, 1, 99, -17, 4
O=C(NCc1ccc2c(c1)CCO2)Nc1cccc(C(F)(F)F)c1
 : 1, 91, -1, 7, -14, ., 95, 1, -18
COC(=O)c1cc(S(=O)(=O)N2CCC(C)CC2)cn1C
 : 1, 93, -11, 4, -10, -1, 95, -2, .
NS(=O)(=O)c1ccc(CCNc2ccccc2[N+](=O)[O-])cc1
 : 7, 100, -8, -4, 3, 6, 100, 1, 2
CC(=O)N1c2ccc(S(=O)(=O)NCCC(=O)N(C)Cc3ccccc3)cc2CC1C (stereo unspecified)
 : -5, 101, -2, 6, 1, -2, 96, -2, 4
CC[C@@H](C)C(NC(=O)OC(C)(C)C)c1cn([C@@H](Cc2cc3ccccc3[nH]2)C(=O)N2CCN(C(=O)OC(C)(C)C)CC2)nn1 (stereo partly specified)
 : -1, 100, 1, 1, 0, 1, 101, -1, -5
O=C1C(=O)N(CCCn2ccnc2)C(c2ccc(Cl)cc2)/C1=C(\O)c1ccc2c(c1)OCCO2 (stereo unspecified)
 : 11, 98, 0, 2, 2, 3, 99, -3, .
NNC(=O)Cn1c(-c2ccccc2)cc2ccccc21
 : 1, 96, 22, 8, -1, 1, 99, 8, -15
CC(C)c1nccn1S(=O)(=O)c1cccc([N+](=O)[O-])c1
 : -4, 95, 32, 6, -3, 1, 96, -7, 11
CCC(C)NC(=O)c1cc2c(=O)n3ccccc3nc2s1 (stereo unspecified)
 : 4, 104, -16, 0, 6, -3, 106, 5, 28
CCc1ccccc1NC(=O)CSc1nnc(C2CC2)n1CC1CCCO1 (stereo unspecified)
 : -5, 105, 26, 5, 1, 3, 103, -10, 8
CCOC(=O)c1c(NC(=O)Cn2cnc([N+](=O)[O-])n2)sc2c1CCCC2
 : 0, 103, 0, 14, 4, 6, 130*, 4, -18
O=C(Nc1nccs1)c1ccc(Br)c(S(=O)(=O)N2CCCC2)c1
 : 7, 108, 1, 1, 7, 4, 98, -10, 8
COc1ccc(N(CC(=O)NCc2ccc(F)cc2)C(=O)c2snc(C(N)=O)c2N)cc1
 : -2, 104, 17, -3, 1, 4, 102, -3, 4
CCOC(=O)Cc1cnc(NC(=O)c2ccccc2)s1
 : 2, 110, 31, -4, 9, 1, 107, -7, -1

Entries above that contain a tert-butyl group, in the order listed:
Every second line gives: M18AAP inhibitor, MEKK2 WT-MEK5, NALP1 inh, IDE cell inh, MEKK2mut PB1 HTS, IDE act, MEKK3 PB1 HTS, p-CIP stab down, UBC9 SUMO inh
COC(=O)CSc1nnc([C@H](Cc2ccccc2)NC(=O)OC(C)(C)C)o1
 : 3, 104, 8, 4, 4, -1, 105, -2, -4
CC[C@@H](C)C(NC(=O)OC(C)(C)C)c1cn([C@@H](Cc2cc3ccccc3[nH]2)C(=O)N2CCN(C(=O)OC(C)(C)C)CC2)nn1 (stereo partly specified)
 : -1, 100, 1, 1, 0, 1, 101, -1, -5

The list goes on.
Every second line gives: M18AAP inhibitor, MEKK2 WT-MEK5, NALP1 inh, IDE cell inh, MEKK2mut PB1 HTS, IDE act, MEKK3 PB1 HTS, p-CIP stab down, UBC9 SUMO inh
O=C(Nc1cccc(S(=O)(=O)NC2=NCCC2)c1)C1CCC1
 : -7, 93, 3, 7, -11, 2, 99, -5, 6
COc1cccc(C(=O)Nc2cccc(NC(=O)c3ccccc3Cl)c2)c1
 : 2, 110, -5, 0, 13, 1, 105, -9, -3
CCOC(=O)c1sc2nc(CC(=O)OC)nc(NCCN3CCOCC3)c2c1C
 : 6, 112, 16, ., 7, 1, 108, 4, 3
CN(Cc1ccccc1)C(=O)c1ccc2c(c1)OCO2
 : -14, 97, 4, 1, 0, 2, 97, -2, 5
CC1(C)O[C@@H]1COc1c2ccoc2cc2oc(=O)ccc12
 : -1, 96, 25, 1, 2, 4, 106, 13, 12
CCn1c(SCC(=O)NCCc2ccccc2)nnc1-c1cccs1
 : -8, 105, 3, 1, 1, 5, 107, -3, 32
CCc1ccc(/C=C2\SC(=S)N(CCC(=O)Nc3cc(C)on3)C2=O)cc1
 : 4, 97, 1, -3, 0, -4, 102, 6, -5
O=C(NCc1ccco1)c1ccc2snnc2c1
 : 4, 104, -3, 9, 7, -1, 106, -40, 11
O=C(CSc1ncnc2ccccc12)NCC(=O)c1ccccc1
 : -1, 90, -2, 5, -11, 3, 100, -6, 7
Cc1cccc(C(=O)NCCc2ccc(S(N)(=O)=O)cc2)c1[N+](=O)[O-]
 : 1, 105, 5, 3, -1, 3, 104, 5, -16
c1ccc2c(c1)nnn2CNc1nccs1
 : 0, 97, 31, 3, -2, -2, 109, 4, -4
COc1cccc(C(=O)Nc2ccc(N3CCN(S(C)(=O)=O)CC3)cc2)c1
 : -4, 103, 4, -3, 1, 2, 101, -5, 22
COC(=O)c1cccc(NC(=O)c2cc3ccccc3o2)c1
 : -2, 110, 19, 7, 7, -1, 106, -9, 7
Cc1cccc(Cn2ccc(N)n2)c1
 : 2, 95, -7, 6, -1, 6, 99, -7, -3
CC(C)(C)/C=N/NC(=O)CNC(=O)c1ccc2c(c1)OCCO2
 : 0, 99, 14, 2, -1, 6, 98, -3, 15
COc1cc(/C=N/n2cnnc2)ccc1OCCSc1ccc(C)cc1
 : 2, 86, 5, 2, -15, 3, 80, -4, 4
COc1ccc(C(CNC(=O)c2ccc(NS(=O)(=O)c3cccc([N+](=O)[O-])c3)cc2)N2CCOCC2)cc1 (stereo unspecified)
 : 2, 102, 8, -2, -1, 5, 97, 7, -1
CC(=O)NC(Cc1ccc(C)cc1)C(=O)NC1CCN(C(=O)NCc2ccccc2)CC1 (stereo unspecified)
 : -3, 104, 7, ., 2, 4, 98, -9, 12
O=C(/C=C/c1ccco1)NC(=S)Nc1cc(C(F)(F)F)ccc1N1CCOCC1
 : 2, 99, 37, 6, 0, 0, 112, -23, 24
CCC(C)(C)c1ccc(Oc2ccc(N)cc2)cc1
 : 3, 85, 5, ., -13, 1, 99, -2, -18
O=C(C1CCC(=O)N1Cc1ccccc1Cl)N1CCN(c2ccc(F)cc2)CC1 (stereo unspecified)
 : 2, 103, -7, 0, 2, 2, 96, 8, -16
Fc1ccc(/C=N/N2CCOCC2)c(F)c1
 : 0, 99, 10, 4, 4, 2, 100, -12, 8
COc1ccc(OC)c(C2C(C(C)=O)=C(O)C(=O)N2CCc2ccc(OC)c(OC)c2)c1 (stereo unspecified)
 : -1, 110, -6, 4, -2, 8, 92, -3, 18
Cc1cc(NS(=O)(=O)c2ccc(NC(=S)NC(=O)c3ccc(Cl)cc3Cl)cc2)no1
 : -3, 119, ., 0, 19, -6, 118, 3, 7
Cc1ccc2[nH]c(=O)c(CN(Cc3cccnc3)C(=S)NCCCN(C)C)cc2c1
 : 2, 95, -9, -3, -8, 8, 95, -8, 23
CCCCC1CCC(C(=O)NC2CCS(=O)(=O)C2)CC1 (stereo unspecified)
 : -3, 107, 2, 4, 0, 2, 98, -13, -2
O=C(NCC(=O)N(c1cccc(F)c1)C(C(=O)NC1CCCC1)c1cccnc1)c1ccco1 (stereo unspecified)
 : -6, 101, 25, -4, 3, 1, 100, -2, 18
NS(=O)(=O)c1ccc(-c2ccc(/C=C3\C(=O)Nc4ccccc43)o2)cc1
 : -6, 122, 0, -4, -1, ., 98, 3, -13
O=[N+]([O-])c1cccnc1NCCc1ccccc1
 : -1, 107, 8, 0, 8, 7, 108, 8, -1
N#C/C(=N\Nc1ccccc1F)C(=N)N1CCCCC1
 : 7, 105, -3, 1, 3, 7, 112, -7, -49
CCCc1cc(C(=O)Nc2ccc(F)cc2F)no1
 : 4, 111, 49, 4, 10, 0, 108, -3, -8
COc1ccc(NC(=O)c2ccc(-c3nn(C)c(=O)c4ccccc34)cc2)cc1C(N)=O
 : -4, 106, ., 0, 3, -2, 109, -7, -17
CC(=O)Nc1ccc(C2Nc3ccccc3C(=O)N2C2CCCCC2)cc1 (stereo unspecified)
 : 4, 97, 1, 1, -2, 5, 99, 4, 20
Cc1ccc(C)c(NC(=S)NC(NC(=O)OCc2ccccc2)C(Cl)(Cl)Cl)c1 (stereo unspecified)
 : -3, 98, 8, -6, 0, 13, 102, -12, 39
